Growth percent in the NCI-60 one-dose screen (48 h, 10 µM unless noted): 100 = growth as untreated, 0 = no growth, -100 = all killed.
DU-145 = DU-145 prostate cancer; 4.2% of 81,000 active; AID 1794760
SW-620 = SW-620 colon cancer. AID 1794795. 5.2% of 82,000 active
KM12 = KM12 colon cancer cells. 5% of 82,000 active. AID 1794800
HCC-2998 = HCC-2998 colon cancer; 4.7% of 79,000 active; AID 1794799
PC-3 = PC-3 prostate cancer cells; 3.9% of 80,000 active; AID 1794754
SNB-19 = SNB-19 CNS cancer cells. 2.5% of 81,000 active. AID 1794751
SNB-75 = SNB-75 CNS cancer. 5% of 79,000 active. AID 1794750
SF-539 = SF-539 CNS cancer; AID 1794752; 6.8% of 81,000 active
HT29 = HT29 colon cancer; 7.4% of 81,000 active; AID 1794748
An asterisk follows results filed as active; . = not tested or not shown; & = joins results of further samples. Rule for the calls: active = growth percent below 10; inactive = the rest.

#1 N#Cc1c(Nc2ccc(O[C@H]3CO[C@H]4[C@@H]3OC[C@@H]4O)c(Cl)c2)c2ccccc2n(Cc2ccccc2)c1=O
#2 COc1ccc(C2(CO)OC(CO)C(O)C2O)cc1 (centres undefined)
#3 COc1nc(-c2cccnc2)nc2c1sc(=S)n2-c1ccccc1
#4 O=C1/C(=C\c2cccc(Br)c2)Sc2ccc(Cl)cc21
#5 COc1ccc(Nc2cnc3cc(NS(=O)(=O)c4ccc(C)cc4)ccc3n2)cc1
#6 CCCCNCC1CCCO1 (centres undefined)
#7 COc1ccc2c(c1)C(=O)c1c-2c(OCCN(C)C)nc2cc(OC)ccc12
#8 Cn1c(=O)c2c(nc(C3CCCCC3)n2C)n(C)c1=O
Screen / compound no.	1	2	3	4	5	6	7	8
DU-145	106.8	115.4	57.7	112.3	102.5	117.4	29.0	112.1
SW-620	109.0	102.5	26.6	101.3	59.9	98.2	-45.8*	103.5
KM12	111.4	114.4	84.9	108.4	71.3	103.6	-37.4*	108.2
HCC-2998	129.7	104.9	92.2	103.4	93.6	115.0	-88.8*	103.0
PC-3	100.3	102.2	69.4	101.5	101.2	93.5	10.1	90.4
SNB-19	98.7	96.9	79.4	106.3	83.0	.	.	.
SNB-75	69.6	87.8	84.3	98.0	61.7	100.7	31.6	108.6
SF-539	95.0	101.3	90.1	100.3	80.9	98.4	15.0	115.3
HT29	117.2	.	61.7	110.6	45.1	105.2	-43.6*	120.9

#9 O=C1C=C(c2cccs2)C[C@H](c2cccs2)[C@H]1n1nnc2ccccc21
#10 CC(C)c1ccc(Cn2cc(CSc3nc4ccccc4s3)nn2)cc1
#11 O=c1[nH]c(-c2ccccn2)nc2sc3c(c12)CCCCCC3
#12 COc1ccc(C(c2cc(OC)c(OC)c(OC)c2)N2CCCC2)cc1 (centres undefined)
#13 NS(=O)(=O)c1ncnc2nc[nH]c12
#14 CCOc1cc(-c2nc3ccccc3s2)ccc1O
#15 CCOC(=O)c1c2ccncc2n2c(=O)n(C)nnc12
#16 CC1CC(NC(=S)S)CC(C)(C)C1 (centres undefined)
Screen / compound no.	9	10	11	12	13	14	15	16
DU-145	110.0	108.0	48.8	103.1	161.9	107.9	113.0	93.8
SW-620	111.2	94.7	25.0	47.8	102.8	102.8	94.5	95.8
KM12	103.5	103.1	33.6	43.9	137.6	98.9	113.7	85.2
HCC-2998	106.7	101.7	53.5	89.1	106.2	96.8	118.1	.
PC-3	107.4	101.7	41.1	63.9	112.5	64.8	101.5	65.1
SNB-19	111.5	95.1	.	90.5	.	95.4	.	88.8
SNB-75	98.2	78.3	64.8	84.1	97.4	.	99.4	62.9
SF-539	106.1	103.2	61.7	95.7	105.2	125.9	108.2	95.6
HT29	97.1	107.8	49.0	40.6	112.7	88.9	104.5	74.9

#17 Cc1cc(C(=O)/C=C/c2ccc[nH]2)ccc1-n1ccc(C(F)(F)F)n1
#18 C=C(C)[C@@H]1CC[C@]2(C(=O)O)CC[C@]3(C)[C@H](CC[C@@H]4[C@@]5(C)CC[C@H](OC(=O)c6ccccc6C(=O)O)C(C)(C)[C@@H]5CC[C@]43C)[C@@H]12
#19 CC(C)C1CCCCC1O (centres undefined)
#20 COc1cc2c(c(OC)c1OC)C(=O)CC(c1cccc(NC(=O)c3cc(NC(=O)[C@@H](N)CO)ccc3C)c1)O2 (some centres undefined)
#21 Cc1ccc(C2CC(c3cccc(Nc4ccncc4)c3)=Nc3c(N)nc(N)nc3N2)cc1 (centres undefined)
#22 CCNC(=O)N1CCN(C)CC1
#23 O=C(O)c1ccc(SSc2ccc(C(=O)O)cc2)cc1
#24 Cc1cc(NCCN2CCOCC2)n2c(nc3ccccc32)c1C#N
Screen / compound no.	17	18	19	20	21	22	23	24
DU-145	96.0	92.9	112.8	118.8	70.9	103.5	107.0	103.1
SW-620	96.6	99.0	106.5	119.0	30.4	108.9	98.7	109.0
KM12	-14.0*	67.8	106.7	107.8	51.7	106.5	101.0	99.3
HCC-2998	108.3	94.8	.	115.1	62.4	108.0	.	103.5
PC-3	6.6*	85.2	98.3	106.7	43.8	110.8	97.9	82.4
SNB-19	85.1	91.6	104.5	109.0	70.5	106.7	101.6	115.5
SNB-75	63.2	98.5	108.5	134.9	70.0	114.7	94.3	73.3
SF-539	13.5	96.3	101.3	99.7	67.9	100.8	.	93.7
HT29	89.9	93.6	105.9	102.2	21.7	109.7	102.5	89.7

#25 CN(CCCNC(=O)c1cccc(C(=O)O)c1)CCCNC(=O)c1cc(NC(=O)c2cc(NC(=O)c3nc(NC(=O)c4cc(NC(=O)[C@H](N)CCNC(=O)c5nc(NC(=O)c6cc(NC(=O)c7cc(NC(=O)c8sccc8Cl)cn7C)cn6C)cn5C)cn4C)cn3C)cn2C)cn1C
#26 COc1ccc(NC2=C(Cl)C(=O)c3nc(C)ccc3C2=O)cc1OC
#27 O=C(O)c1cc(=O)cc(C(=O)O)[nH]1
#28 Cc1cc(C)cc(C(=O)c2cc(Cl)ccc2OCCn2c(=O)ccn(CCOc3ccc(C(C)(C)C)cc3)c2=O)c1
#29 CCCCCCCC(=O)NO
#30 COc1ccc(/C=C(\c2cc(OC)c(OC)c(OC)c2)c2nnc(-c3ccc(N(C)C)cc3)o2)cc1
#31 CN(C)c1ccc(/C=C2\SC(N3CCCCC3)=NC2=O)cc1
#32 O=C1/C(=C/c2ccncc2)Nc2cc3c(cc21)OCO3
Screen / compound no.	25	26	27	28	29	30	31	32
DU-145	117.4	93.0	120.8	103.4	98.1&117.7	98.4	120.0	113.3
SW-620	105.6	72.2	99.6	87.2	98.1&106.1	87.8	121.8	100.8
KM12	89.1	98.2	114.7	80.1	99.1&114.1	90.7	115.2	100.5
HCC-2998	106.5	103.7	109.3	80.8	102.0&115.1	102.6	108.7	105.6
PC-3	99.1	70.6	97.4	35.7	87.2&101.4	70.8	89.3	110.9
SNB-19	90.5	94.6	104.8	73.8	113.2&105.5	85.6	88.8	100.1
SNB-75	93.6	110.9	96.5	.	91.4&91.7	81.6	94.4	79.1
SF-539	109.1	103.5	92.4	90.6	92.1&115.0	96.4	99.6	104.0
HT29	86.1	109.6	111.0	62.2	102.3&100.4	89.9	97.8	105.7

#33 N#CCc1ccc(Cl)cc1Cl
#34 NS(=O)(=O)c1ccc(C(=O)N/N=C/c2cccc(O)c2)cc1
#35 COc1c(O)c(O)cc2c3c(oc12)CC(c1ccc(Cl)cc1)CC3=O (centres undefined)
#36 COc1ccc2cc(-c3csc(N)n3)c(=O)oc2c1
#37 COc1ccc2c(c1)N(CCO)C1=C(C(=O)OC1)C2c1cccc(F)c1 (centres undefined)
#38 N#CC1CCc2c(c(-c3ccc4nc(N)sc4c3)nc3ccc4[nH]ncc4c23)C1 (centres undefined)
#39 O=C(c1ccc(F)cc1)[C@H]1[C@H]2CCCN2[C@@]2(C(=O)Nc3ccc(F)cc32)[C@]12C(=O)Nc1ccccc12
#40 NS(=O)(=O)c1ccc2ccccc2c1
Screen / compound no.	33	34	35	36	37	38	39	40
DU-145	102.8	113.6	67.8	95.1	10.1	35.4	95.9	111.2
SW-620	99.6	102.0	40.2	97.0	26.9	39.1	95.4	106.3
KM12	101.4	102.7	63.6	93.7	15.5	24.4	95.5	109.0
HCC-2998	101.6	94.0	87.3	98.4	4.8*	48.2	97.3	110.7
PC-3	101.0	89.7	72.5	80.6	25.6	21.8	67.1	103.2
SNB-19	100.2	102.9	72.4	96.2	27.8	67.7	91.1	105.5
SNB-75	80.3	88.6	86.0	90.6	35.7	25.2	89.2	91.2
SF-539	98.0	91.4	61.5	96.5	-17.3*	-0.1*	97.0	100.4
HT29	80.7	108.8	100.4	86.7	4.0*	15.4	86.4	104.4

Whole records from above. Values in the order: DU-145, SW-620, KM12, HCC-2998, PC-3, SNB-19, SNB-75, SF-539, HT29
Listed for Cn1c(=O)c2c(nc(C3CCCCC3)n2C)n(C)c1=O → 112.1, 103.5, 108.2, 103.0, 90.4, ., 108.6, 115.3, 120.9
Listed for CN(CCCNC(=O)c1cccc(C(=O)O)c1)CCCNC(=O)c1cc(NC(=O)c2cc(NC(=O)c3nc(NC(=O)c4cc(NC(=O)[C@H](N)CCNC(=O)c5nc(NC(=O)c6cc(NC(=O)c7cc(NC(=O)c8sccc8Cl)cn7C)cn6C)cn5C)cn4C)cn3C)cn2C)cn1C → 117.4, 105.6, 89.1, 106.5, 99.1, 90.5, 93.6, 109.1, 86.1
Listed for NS(=O)(=O)c1ccc2ccccc2c1 → 111.2, 106.3, 109.0, 110.7, 103.2, 105.5, 91.2, 100.4, 104.4
Listed for NS(=O)(=O)c1ccc(C(=O)N/N=C/c2cccc(O)c2)cc1 → 113.6, 102.0, 102.7, 94.0, 89.7, 102.9, 88.6, 91.4, 108.8
Listed for COc1ccc(/C=C(\c2cc(OC)c(OC)c(OC)c2)c2nnc(-c3ccc(N(C)C)cc3)o2)cc1 → 98.4, 87.8, 90.7, 102.6, 70.8, 85.6, 81.6, 96.4, 89.9

Next section.
#41 O=C1Nc2ccccc2/C1=C/c1c(-c2ccccc2)nc2ncccn12
#42 Nc1c(C(=O)Nc2cccc([N+](=O)[O-])c2)sc2nc3c(cc12)CCCCC3
#43 COC(=O)[C@]12CCC(C)(C)C[C@H]1C1=CC[C@@H]3[C@@]4(C)C/C(=C/c5ccncc5)C(=O)C(C)(C)[C@@H]4CC[C@@]3(C)[C@]1(C)CC2
#44 COc1cc(/C=C2\Oc3cc(O)ccc3C2=O)cc(OC)c1
#45 COc1ccc(CNC(=O)C2CSC3(C)c4ccccc4C(=O)N23)cc1OC (centres undefined)
#46 COc1ccc(-c2cc(C(=O)N3N=C(c4ccc(OC)c(OC)c4)CC3c3cc(-c4ccccc4)nn3-c3ccccc3)c3ccccc3n2)cc1 (centres undefined)
#47 COc1cc2c3c(n(CCCCNCCCn4c5c(c6cc(OC)c(OC)cc6c4=O)C(=O)c4cc6c(cc4-5)OCO6)c(=O)c2cc1OC)-c1cc2c(cc1C3=O)OCO2
#48 COC(=O)CN1C(=O)c2cc(-c3ccccc3)nc(C)c2C1=O
Screen / compound no.	41	42	43	44	45	46	47	48
DU-145	108.8	105.2	78.3	62.8	103.5	98.8	99.1	105.3
SW-620	107.6	96.6	74.9	74.7	101.6	103.1	95.2	100.2
KM12	97.2	99.9	77.7	93.2	102.8	90.5	93.8	97.9
HCC-2998	93.7	99.3	82.7	106.5	96.3	103.4	105.1	102.0
PC-3	93.9	103.0	36.7	90.8	88.4	81.4	93.0	103.5
SNB-19	102.2	104.2	88.2	88.7	96.9	81.2	101.7	99.2
SNB-75	93.9	122.9	78.1	54.5	110.7	92.1	91.0	91.9
SF-539	90.8	103.0	96.5	83.6	99.3	107.5	92.8	107.8
HT29	106.0	89.3	46.1	108.9	77.0	96.7	93.3	93.6

#49 O=C1CCC(=O)N1Cl
#50 COc1ccc(Cl)cc1Cl
#51 Nc1ncc(-c2ccc3ncnc(N4CCc5cc(F)c(Cl)cc54)c3c2)cc1C(F)(F)F
#52 CCOC(=O)c1c(Cl)c2c(n1Cc1ccc(OC)cc1)-c1oncc1CCC2
#53 COC(=O)C(N)C(=O)OC
#54 O=C(NNC(=O)c1ccc2ccccc2c1)c1cccc(Cl)c1
Screen / compound no.	49	50	51	52	53	54
DU-145	119.1	100.0	33.5	118.3	105.4	105.1
SW-620	107.2	97.3	38.2	71.1	101.4	101.3
KM12	107.5	113.2	40.2	96.8	108.6	108.7
HCC-2998	99.7	98.9	36.2	66.9	108.8	102.5
PC-3	90.5	105.1	25.2	58.6	100.8	98.2
SNB-19	112.2	100.8	46.1	89.1	.	106.6
SNB-75	87.1	92.8	-14.3*	75.0	87.7	93.9
SF-539	95.5	116.7	8.4*	93.3	99.1	102.8
HT29	106.7	125.8	20.4	78.8	106.9	99.5
